Mac1 fbg inh = inhibitors of CD11b/CD18 adhesion to fibrinogen, primary screen, K562 cells, luminescence; 93,000 compounds, 0.54% hits; ATPlite luminescence; Mn2+ added to activate the integrin; Integrin beta-2 (Homo sapiens) + Integrin alpha-M (Homo sapiens), P05107+P11215; AID 1497, 2009; inhibition, % at 10 µM;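 active = primary inhibition of 50% or more at 10 µM, then 40% or more on retest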; also: some results filed as inactive read as strong as hits
PTK2B oligo ant = antagonists of Pyk2 self-association, primary screen, Q293 cells, FERM NanoBiT luminescence, HTS; stronger effect = lower value; z-score (the deposit names both 25 µM and 10 µM); 99,000 compounds, 0.83% hits;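 active = Z-score of -3 or lower, scaled per plate to the spread of control and sample wells; inactive = z-score above -3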;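 also: negative z-score means lost luminescence so less FERM oligomerization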
MT1-MMP txn act = MT1-MMP promoter reporter activation – cell-based, luciferase luminescence, primary screen. activation factor at 10 µM. HT1080 MT1-MMP promoter luciferase reporter, overnight; stronger effect = higher value. 86,000 compounds, 0.16% hits. AID 750, 2007;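 active = activation factor of at least 2 for MT1-MMP transcription at 10 µM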
PLAP activator = PLAP enzyme activators, biochemical, luminescence, HTS; Alkaline phosphatase, placental type (Homo sapiens), P05187; purified PLAP enzyme, luminescent substrate read-out; stronger effect = higher value; activation fold at 20 µM; 96,000 compounds, 1.2% hits; AID 696, 2007; in the data active = activation fold above about 2
Target sequence (P05187 whole entry, looked up): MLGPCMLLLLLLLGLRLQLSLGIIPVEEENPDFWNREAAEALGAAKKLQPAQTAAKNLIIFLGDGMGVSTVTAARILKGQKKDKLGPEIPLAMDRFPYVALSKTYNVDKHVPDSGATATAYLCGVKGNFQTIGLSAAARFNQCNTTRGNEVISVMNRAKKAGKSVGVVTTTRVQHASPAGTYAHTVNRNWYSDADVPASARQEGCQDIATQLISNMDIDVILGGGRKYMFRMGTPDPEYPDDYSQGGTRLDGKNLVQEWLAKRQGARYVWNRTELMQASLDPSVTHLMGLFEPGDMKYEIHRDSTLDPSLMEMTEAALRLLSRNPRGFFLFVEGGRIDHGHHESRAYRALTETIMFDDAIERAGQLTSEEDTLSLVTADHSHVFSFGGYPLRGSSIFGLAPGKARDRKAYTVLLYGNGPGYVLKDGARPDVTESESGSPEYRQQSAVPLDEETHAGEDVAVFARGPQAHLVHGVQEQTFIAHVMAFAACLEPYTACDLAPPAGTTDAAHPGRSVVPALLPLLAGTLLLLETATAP
CYP2C19 act = human CYP2C19 activators, primary screen, biochemical, luminescence; activation factor at 5 µM; 96,000 tested, under 10 active; recombinant CYP2C19, luciferin-H EGE luminescence; stronger effect = higher value; 0 = fully inhibited enzyme, 1 = untreated enzyme; Cytochrome P450 2C19 (Homo sapiens), P33261;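 active = activation factor of at least 2 at 5 µM in the primary screen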;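 also: 0 = wells with 2.5 mM tranylcypromine and 1 = vehicle-only wells; values of inactives mirror those of a sister screen read the other way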
Target sequence (P33261 whole entry, looked up): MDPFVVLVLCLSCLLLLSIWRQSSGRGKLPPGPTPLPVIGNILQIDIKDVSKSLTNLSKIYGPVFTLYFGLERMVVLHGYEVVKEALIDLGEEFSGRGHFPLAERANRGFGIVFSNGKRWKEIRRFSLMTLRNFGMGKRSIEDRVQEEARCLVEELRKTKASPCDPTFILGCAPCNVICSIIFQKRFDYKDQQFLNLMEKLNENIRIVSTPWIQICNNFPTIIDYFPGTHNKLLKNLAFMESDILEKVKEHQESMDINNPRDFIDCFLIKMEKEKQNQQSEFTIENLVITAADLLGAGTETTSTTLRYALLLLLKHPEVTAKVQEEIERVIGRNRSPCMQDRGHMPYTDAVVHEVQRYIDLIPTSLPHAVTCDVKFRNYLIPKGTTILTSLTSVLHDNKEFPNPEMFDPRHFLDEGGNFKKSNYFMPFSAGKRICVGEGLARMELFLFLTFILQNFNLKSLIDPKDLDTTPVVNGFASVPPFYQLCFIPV
CD11b adhes enh = enhancers of CD11b/CD18 adhesion to fibrinogen, primary screen, K562 cells, luminescence | ATPlite luminescence | activation, % at 10 µM | 93,000 compounds, 0.07% hits | AID 1499, 2009;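 active = 10 µM primary screen giving 50% or more activity, confirmed by 40% or more on retest at that dose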; also: strong numbers were not always called active; reference of the scale not given here
CYP2C19 inh = blockers of cytochrome P450 2C19 activity – biochemical, luminescence, ADME assay, primary screen. P33261. CYP2C19 Supersomes, luciferin-H EGE luminescence, 30 min. inhibition, % at 5 µM. 96,000 compounds, 21% hits. AID 778, 2007;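 active = CYP2C19 inhibition above a set limit at 5 µM in the primary screen, cut at about 50% in these data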;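 also: plate controls were negative control wells for no effect and 2.5 mM tranylcypromine positive control for full effect; values of inactives mirror those of a sister screen read the other way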
CYP2C9 inhib = blockers of cytochrome P450 2C9 activity – biochemical, luminescence, ADME assay, primary screen; CYP2C9 Supersomes, luciferin-H conversion; inhibition, % at 5 µM; P11712; 96,000 compounds, 20% hits;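 active = blocking of liver enzyme CYP2C9 beyond about 50% at 5 µM, limit read from the data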; also: values of inactives mirror those of a sister screen read the other way
CYP2C9 act = human CYP2C9 activators, primary screen, biochemical, luminescence; Cytochrome P450 2C9 (Homo sapiens), P11712; recombinant CYP2C9, luciferin-H conversion; stronger effect = higher value; factor 1 = untreated enzyme, 0 = blocked; activation factor at 5 µM; 96,000 compounds, 1.4% hits; AID 1024, 2008;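 active = activation factor of 2 or more for CYP2C9 at a 5 µM dose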;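 also: 0 = sulfaphenazole-blocked wells and 1 = vehicle-only wells; values of inactives mirror those of a sister screen read the other way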
Numbers without * were called inactive; . = not tested or not shown.

Mac1 fbg inh	PTK2B oligo ant	MT1-MMP txn act	PLAP activator	CYP2C19 act	CD11b adhes enh	CYP2C19 inh	CYP2C9 inhib	CYP2C9 act	mol
-16	0.16	1.1	1	1.1	-1	-12	-16	1.2	COc1ccc(C(=O)N2CCC(C(=O)NCc3ccccn3)CC2)cc1
-40	0.31	1.2	0.9	0.9	-2	7	0	1	CC(C(=O)NCC1CCCO1)N(C(=O)c1snc(C(N)=O)c1N)c1ccccc1 (centres undefined)
13	3.6	1.1	1.7	0.8	-1	19	20	0.8	Cc1cc(N2CCC(C(=O)NC3CCCCC3)CC2)nc(-c2ccccc2)n1
-30	-1.2	1.7	1.3	0.7	0	25	20	0.8	O=C(CCSc1ccccc1)N1CCN(C(=O)c2ccco2)CC1
-16	0.75	1.1	1.1	0.3	-5	68*	31	0.7	COc1ccccc1N(CC(=O)Nc1cccnc1)S(C)(=O)=O
-2	-0.84	.	1.1	0.8	1	19	18	0.8	O=C(CSc1nc2ccccc2c(=O)n1-c1ccccc1)NCc1ccc2c(c1)OCO2
-35	0.87	1.4	1	0.9	-3	5	6	0.9	Cc1cc(C(=O)COc2ncnc3sccc23)c(C)n1C
13	0.72	.	0.8	0.8	0	18	44	0.6	COc1ccc(-c2cc(C(=O)Nc3c(C)nn(Cc4ccccc4Cl)c3C)no2)cc1
-5	0.45	1	1.4	0.8	-5	16	30	0.7	Cc1ccc(CNC(=O)CCn2nc(-c3ccc(Cl)cc3)ccc2=O)cc1
32	1.4	1.1	1.6	0.6	-2	39	30	0.7	Cc1ccc(S(=O)(=O)NCc2ccc(C(=O)N3CCN(Cc4ccccc4)CC3)cc2)cc1
5	-0.28	1.1	1.4	0.3	-6	74*	-16	1.2	CCOC(=O)N1CCN(S(=O)(=O)c2ccc(C)cc2)C1c1ccc(OC)cc1 (centres undefined)
-2	0.01	1.2	0.9	0.9	-4	6	-4	1	CN(C)/C=C1\N=C(c2cccs2)OC1=O
-6	-0.72	0.9	1.3	0.1	1	85*	79*	0.2	CC1CCN(S(=O)(=O)c2cccc(-c3csc(-c4cccnc4)n3)c2)CC1
14	-0.02	1.2	0.9	0.1	6	91*	98*	0	CCOC(=O)c1sc(N)c(C(=O)OCC)c1COC(=O)C1CC(=O)N(Cc2ccco2)C1 (centres undefined)
0	-0.81	1.1	1.4	1	-1	3	16	0.8	Cc1onc(-c2c(F)cccc2Cl)c1C(=O)NCCCN1CCOCC1
-8	-0.37	1.4	1	0.7	-2	30	16	0.8	Cc1cc(C)n2nc(SCC3COc4ccccc4O3)nc2n1 (centres undefined)
-4	0.47	1	1.1	0.7	-4	29	49	0.5	CCC1(C)CC(C(CC(=O)O)c2ccc(C)cc2)CCO1 (centres undefined)
12	-0.43	1	1.5	0.8	-3	24	56*	0.4	COc1ccccc1CN(Cc1cc2cc(C)ccc2[nH]c1=O)Cc1nnnn1CC1CCCO1 (centres undefined)
-12	1.7	1	1.5	1	-2	3	-15	1.2	Cc1cc(NC(=O)c2cccc(S(=O)(=O)N3CCOCC3)c2)c2ccccc2n1
17	-3.1*	1	1.4	0.6	-1	36	50*	0.5	CCC(=O)N1CCN(c2ccc(NC(=O)c3cc4ccccc4o3)cc2Cl)CC1
-2	-1.3	.	1.5	0.7	4	33	34	0.7	CNC(=O)c1sc(N2N=C3/C(=C/c4ccccc4)CCCC3C2c2ccccc2)nc1C (centres undefined)
-7	-0.48	1.2	1.4	1	-5	-2	16	0.8	O=C(NC1CCN(Cc2ccccc2)CC1)c1cc(-c2ccccn2)nc2ccccc12
-10	1.1	1.2	1.3	0.8	-3	19	43	0.6	CC(C)(C)NC(=O)c1cnn(-c2ccccc2)c1NC(=O)c1ccccc1
4	.	1.1	1.2	1.1	-2	-11	-12	1.1	CC(C)Cc1nc(C(N)=O)c2[nH]c(=O)n(-c3ccc(F)cc3)c2n1
-16	0.15	.	0.5	0	-2	98*	70*	0.3	O=S(=O)(NCCCc1ccccc1)c1ccccc1
32	-0.2	1.1	1.1	1	-2	3	14	0.9	NS(=O)(=O)c1ccc(CCNC(=O)CCCC2=NS(=O)(=O)c3ccccc3N2)cc1
.	1.1	.	1	0.8	.	19	6	0.9	COC(=O)c1onc(-c2c(C)cc(C)cc2C)c1C(=O)OC
-5	1.3	1.1	1.6	0.8	1	22	39	0.6	CN(c1ccccc1C(=O)N1CCN(c2cccc(Cl)c2)CC1)S(C)(=O)=O
8	0.97	.	0.9	0.9	1	9	-2	1	CCOc1cc(C(N)=O)cc(Br)c1OCC
-9	0.92	1.1	0.8	0.1	-1	92*	36	0.6	CN1/C(=C/C=N/n2cnnc2)C(C)(C)c2ccccc21
20	-0.2	0.9	2.1*	0.6	-7	42	34	0.7	CCOC(=O)c1[nH]nc(-c2cc(CC)c(O)cc2O)c1-c1cscn1
5	-0.2	1	0.9	0.6	4	41	-15	1.2	CCOn1c(=O)c(=O)n(OCc2ccccc2)c2ccccc21
-8	0.21	1.2	1	1.1	16	-5	-6	1.1	CN(C)c1ncc(C(=O)O)cn1
9	-0.81	1	2.3*	0.3	-2	71*	26	0.7	COc1ccc(NC(=O)CSc2nnc(Cc3ccccc3)o2)c(OC)c1
26	-1.1	1.2	1.1	1	-1	-4	74*	0.3	CCSc1nnc(NC(=O)C2(C)Cc3ccccc3C(=O)O2)s1 (centres undefined)
-10	0.27	1.1	1.4	0.4	-2	55*	46	0.5	CC1Cc2ccccc2N1C(=O)CSc1nnc2c(n1)[nH]c1ccccc12 (centres undefined)
-8	0.96	1.2	1.8	0.9	102	10	77*	0.2	CCN(CC)S(=O)(=O)c1ccc2nc(COC(=O)c3n[nH]c4ccccc34)[nH]c2c1
-6	-0.57	1.9	1	0.9	29	11	7	0.9	N=c1oc2c3c4c(cc2cc1C(=O)Nc1ccccc1)CCCN4CCC3
-2	-1.4	.	1.6	0.3	-5	66*	94*	0.1	CCc1ccc(/C=N/NC(=O)c2cc(-c3ccccc3OC)nc3ccccc23)s1
0	0.89	1.1	1	1.2	6	-20	-23	1.2	COc1ccc(OCC(=O)N2CCN(C(=O)c3ccccc3)CC2)cc1
-17	0.88	1.3	1.1	0.8	-1	20	12	0.9	COc1ccc(OC)c(C(=O)COC(=O)c2ccccc2O)c1
3	0.42	1.2	1.2	1	-3	4	56*	0.4	COc1cc(NS(=O)(=O)c2ccc(F)cc2)c(C(=O)O)cc1OC
12	0.8	1.3	1.6	0.7	3	29	-20	1.2	CC(C)N1CC(O)=C(c2nc3ccccc3c(=O)[nH]2)C1=N
-18	-0.6	1.1	0.9	1	-2	-1	0	1	Cc1noc(C)c1S(=O)(=O)N1CCCC(C(=O)NCc2ccccn2)C1 (centres undefined)
-6	-0.41	1.2	0.9	0.1	2	91*	34	0.7	Cn1c(SCc2ccccc2)nnc1-c1ccncc1
12	-0.28	1	1.3	1	-1	-5	-7	1.1	O=c1oc2c(CN3CCOCC3)c(O)c(Cl)cc2c2c1CCC2
4	.	.	1.5	0.9	32	7	-106	2.1*	O=C(Nc1nc2cc(Cl)ccc2s1)C1CCCN(S(=O)(=O)c2cccc3cccnc23)C1 (centres undefined)
1	-0.3	1.3	1.4	0.6	40	39	64*	0.4	N=c1c(C(=O)NCc2ccco2)cc2c(=O)n3ccccc3nc2n1Cc1ccc(Cl)cc1
.	-2.3	.	1	0.7	.	30	53*	0.5	CC(C)c1ccc(CNc2cc(N3CCCC3)ccc2[N+](=O)[O-])cc1
-27	-0.27	1.1	1.3	1	0	5	1	1	O=C(CCNS(=O)(=O)c1cccc2nsnc12)NC1CCN(Cc2ccccc2)CC1

Additional compounds.
Mac1 fbg inh	PTK2B oligo ant	MT1-MMP txn act	PLAP activator	CYP2C19 act	CD11b adhes enh	CYP2C19 inh	CYP2C9 inhib	CYP2C9 act	mol
-6	0.93	.	1	0.6	5	36	67*	0.3	O=C(CSc1nnc(-c2ccncc2)n1CC1CCCO1)Nc1cccc(O)c1 (centres undefined)
-18	-2	1.1	0.9	0.9	10	12	22	0.8	COC(=O)c1ccccc1NC(=O)N1c2ccccc2CC1C (centres undefined)
-2	-0.16	1.2	1.1	1	-1	-1	17	0.8	CC1(C)CC(=O)C2=C(C1)OC(N)=C(C#N)C21C(=O)N2CCCc3cccc1c32 (centres undefined)
.	0.04	1	1	0.8	.	17	-1	1	Cc1cc(C(=O)NCCCOC(C)C)c2ccccc2n1
-12	0.75	1.2	1.3	1.1	-1	-13	-8	1.1	Cc1c(C(=O)N2CCN(C)CC2)oc2ccc(S(=O)(=O)N3CCOCC3)cc12
-16	-0.65	1.2	1	1	0	4	1	1	Cc1ccc(-n2nc3c(c2NC(=O)c2ccc4c(c2)OCO4)CSC3)c(C)c1
4	-0.17	1	0.8	0.2	-4	83*	23	0.8	Cc1ccccc1NCCNc1ccccc1C
-8	-1	1	2.1*	0.1	0	87*	71*	0.3	CCOC(=O)Cc1[nH]nc2c1C(C1C=CCCC1)C(C#N)=C(N)O2 (centres undefined)
.	0.1	1.1	0.9	1	.	-4	6	0.9	NC(=O)C1CCCN(CCc2ccccc2)C1 (centres undefined)
-12	0.78	1.3	1.1	0.7	48	34	46	0.5	COc1ccc(CN(C2CCCC2)S(=O)(=O)c2ccc(-n3cnnn3)cc2)cc1

Part of the list above in another layout.
Under each structure – Mac1 fbg inh, PTK2B oligo ant, MT1-MMP txn act, PLAP activator, CYP2C19 act, CD11b adhes enh, CYP2C19 inh, CYP2C9 inhib, CYP2C9 act
O=c1oc2c(CN3CCOCC3)c(O)c(Cl)cc2c2c1CCC2
→ 12, -0.28, 1, 1.3, 1, -1, -5, -7, 1.1
O=C(Nc1nc2cc(Cl)ccc2s1)C1CCCN(S(=O)(=O)c2cccc3cccnc23)C1 (centres undefined)
→ 4, ., ., 1.5, 0.9, 32, 7, -106, 2.1*
N=c1c(C(=O)NCc2ccco2)cc2c(=O)n3ccccc3nc2n1Cc1ccc(Cl)cc1
→ 1, -0.3, 1.3, 1.4, 0.6, 40, 39, 64*, 0.4
CC(C)c1ccc(CNc2cc(N3CCCC3)ccc2[N+](=O)[O-])cc1
→ ., -2.3, ., 1, 0.7, ., 30, 53*, 0.5
O=C(CCNS(=O)(=O)c1cccc2nsnc12)NC1CCN(Cc2ccccc2)CC1
→ -27, -0.27, 1.1, 1.3, 1, 0, 5, 1, 1
O=C(CSc1nnc(-c2ccncc2)n1CC1CCCO1)Nc1cccc(O)c1 (centres undefined)
→ -6, 0.93, ., 1, 0.6, 5, 36, 67*, 0.3
COC(=O)c1ccccc1NC(=O)N1c2ccccc2CC1C (centres undefined)
→ -18, -2, 1.1, 0.9, 0.9, 10, 12, 22, 0.8
CC1(C)CC(=O)C2=C(C1)OC(N)=C(C#N)C21C(=O)N2CCCc3cccc1c32 (centres undefined)
→ -2, -0.16, 1.2, 1.1, 1, -1, -1, 17, 0.8
Cc1cc(C(=O)NCCCOC(C)C)c2ccccc2n1
→ ., 0.04, 1, 1, 0.8, ., 17, -1, 1
Cc1c(C(=O)N2CCN(C)CC2)oc2ccc(S(=O)(=O)N3CCOCC3)cc12
→ -12, 0.75, 1.2, 1.3, 1.1, -1, -13, -8, 1.1
Cc1ccc(-n2nc3c(c2NC(=O)c2ccc4c(c2)OCO4)CSC3)c(C)c1
→ -16, -0.65, 1.2, 1, 1, 0, 4, 1, 1
Cc1ccccc1NCCNc1ccccc1C
→ 4, -0.17, 1, 0.8, 0.2, -4, 83*, 23, 0.8

Screens (PubChem BioAssay)
